Source: PubChem
PG9 binder = PG9 antibody binding by small molecule; inhibition, % at 6.7 µM; AID 624416; TR-FRET gp120-PG9 antibody binding; hit rate 0.43% among 360,000; in the data active = inhibition above about 8.5%
ADAM10 inh = inhibits human ADAM10; hit rate 0.62% among 370,000; inhibition, % at 7 µM; recombinant ADAM10, EDANS/DABCYL FRET peptide cleavage, 3 h; O14672;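 active = inhibition above a per-campaign cutoff equal to the mean of compounds falling between control-based bounds plus 3 SD, cut at about 20% in these data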;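 note: 0% = DMSO wells while the 100% control is not disclosed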
hcDAF12 agonist = activates DAF-12 receptor from parasite H. contortus | activation, % at 6.8 µM | HEK293 hcDAF-12 lit1-tk-luc reporter, luminescence; 0% DMSO, 100% Δ7-dafachronic acid | hit rate 1.4% among 370,000 | AID 652067;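 active = activation above the mean of all tested compounds plus 3 SD, cut at about 5.5% in these data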;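 note: 100% = response to 3 µM Δ7-dafachronic acid high control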
DAX1 inh-1 = blocks DAX1 repression of SF-1 activated StAR promoter. inhibition, % at 6.8 µM. HEK293T StAR-luciferase reporter, SF-1/DAX-1 repression relief. AID 652010. hit rate 1.1% among 370,000;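 active = inhibition above the mean over all tested compounds plus 3 SD, cut at about 3.6% in these data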;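 note: 0% = DAX-1 cells with DMSO and 100% = cells lacking DAX-1 with DMSO; higher inhibition means more luminescence from relief of DAX-1 repression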
ssDAF-12 act = activates DAF-12 receptor from parasite S. stercoralis. hit rate 1% among 370,000. activation, % at 6.8 µM. HEK293 ssDAF-12/GRIP1 lit1-tk-luc reporter, luminescence; % of 3 µM dafachronic acid response;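 active = activation above the mean over all tested compounds plus 3 SD, cut at about 0.9% in these data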;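 note: 0% = DMSO-only wells and 100% = 3 µM delta7-dafachronic acid wells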
FXN GAA850 act = increases GAA850 frataxin promoter reporter activity. activation, % at 6 µM. HEK293 lucGAA850 FXN promoter luciferase reporter, 24 h; percent of 10 µM SAHA response. hit rate 0.56% among 360,000;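 active = activation above the average of all compounds screened plus 3 SD, cutoff fixed separately per campaign, cut at about 7.5% in these data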;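 note: 0% = DMSO wells and 100% = 10 µM SAHA wells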
SMARCA2 act = SMARCA2 function activation, primary screen; MG213 cells, MMTV-luciferase reporter, dexamethasone, overnight; activation, % at 9.1 µM; hit rate 1% among 370,000; in the data active = activation above about 7.8%;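 note: 0% = vehicle wells and 100% = reference activator wells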
DAX1 inh-2 = NR0B1 (DAX1) inhibition | P51843 | HEK293 Gal4-DAX1 luciferase reporter, luminescence | inhibition, % at 6.75 µM | hit rate 0.99% among 340,000 | AID 504766;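 active = inhibition above the mean over all tested compounds plus 3 SD, cut at about 4.2% in these data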;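 note: 0% = DAX1-transfected cells with DMSO and 100% = empty-vector control cells with DMSO; inhibition shows as a rise in luminescence from relieved DAX1 repression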
Target sequence (P51843 207-470 limits assumed): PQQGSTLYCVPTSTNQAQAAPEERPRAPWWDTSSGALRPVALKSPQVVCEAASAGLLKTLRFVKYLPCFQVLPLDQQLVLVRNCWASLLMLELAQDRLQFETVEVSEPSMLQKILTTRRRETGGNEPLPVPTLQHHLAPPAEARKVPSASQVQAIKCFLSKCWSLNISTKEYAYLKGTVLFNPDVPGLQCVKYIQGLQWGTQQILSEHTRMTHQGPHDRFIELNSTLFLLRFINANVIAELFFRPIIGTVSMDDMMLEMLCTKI
GC-A act = GC-A (human) enzyme activation. AID 1671463. activation, % at 10 µM. P16066. hit rate 0.14% among 370,000. HEK293 GC-A cells, cGMP TR-FRET, EC30 ANP; 0% at EC30 ANP, 100% saturating ANP; in the data active = activation above about 40%
ADAM17 inh = ADAM17 inhibition, QFRET primary screen | P78536 | recombinant ADAM17, EDANS/DABCYL FRET peptide cleavage | inhibition, % at 6.95 µM | hit rate 0.83% among 370,000 | AID 720648;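 active = inhibition above the mean of compounds lying between control limits plus 3 SD, set per campaign, cut at about 8.5% in these data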;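 note: 0% = DMSO-only wells as the low control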
Target sequence (P78536 215-824 limits assumed): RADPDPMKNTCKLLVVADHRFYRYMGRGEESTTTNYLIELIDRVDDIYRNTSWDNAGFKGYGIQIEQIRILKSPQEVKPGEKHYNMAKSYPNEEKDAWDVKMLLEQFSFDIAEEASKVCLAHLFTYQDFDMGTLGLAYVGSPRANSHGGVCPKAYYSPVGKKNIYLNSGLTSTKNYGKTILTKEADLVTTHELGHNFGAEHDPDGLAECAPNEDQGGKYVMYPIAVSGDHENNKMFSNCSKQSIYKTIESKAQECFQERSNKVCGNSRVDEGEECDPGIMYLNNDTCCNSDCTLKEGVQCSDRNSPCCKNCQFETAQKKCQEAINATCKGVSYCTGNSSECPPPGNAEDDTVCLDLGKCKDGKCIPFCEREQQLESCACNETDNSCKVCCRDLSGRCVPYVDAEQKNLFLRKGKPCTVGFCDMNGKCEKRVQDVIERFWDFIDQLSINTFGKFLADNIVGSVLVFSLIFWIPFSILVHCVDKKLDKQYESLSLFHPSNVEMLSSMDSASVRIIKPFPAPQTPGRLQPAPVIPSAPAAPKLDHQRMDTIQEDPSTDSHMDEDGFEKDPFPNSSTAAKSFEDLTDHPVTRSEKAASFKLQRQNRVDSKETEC
hgDAF-12 ag = activates the H. glycines DAF-12 receptor ligand-binding domain; hit rate 1.8% among 370,000; activation, % at 6.8 µM; HEK293 GAL4-hgDAF12 UAS-luciferase reporter, agonist luminescence; normalized to butyrate control;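 active = activation above a cutoff set at the mean of all screened compounds plus 3 SD, cut at about 10% in these data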;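 note: 0% = DMSO wells and 100% = sodium butyrate wells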
Active calls of the source: *; . = not tested or not shown.

structure,PG9 binder,ADAM10 inh,hcDAF12 agonist,DAX1 inh-1,ssDAF-12 act,FXN GAA850 act,SMARCA2 act,DAX1 inh-2,GC-A act,ADAM17 inh,hgDAF-12 ag
O=C(C[C@H]1C/C=C\CC[C@H](Cc2ccc(F)cc2)C(=O)OC[C@H]2CCCN2C1=O)NCCO,-0.8,1,-1.4,-0.2,-1.4,-1.0,-1,-0.5,3,-1,1.8
COc1ccc(/C=N\NC(=O)COc2ccccc2Cl)cc1Cn1nc(C)cc1C,0.1,5,-1.1,-0.1,-0.7,-0.4,1,0.2,3,1,1.1
O=C(NCC1CCN(Cc2cccc(Cl)c2)CC1)Nc1ccccc1Cl,0.2,5,-1.0,-0.5,-1.7,-1.0,-3,0.7,-9,2,-4.2
CC1=CC(C)(C)NC(=S)N1c1ccc(C)cc1C,1.2,7,-1.3,-1.2,-1.9,1.5,-3,1.1,0,0,-3.8
Cc1ccc(S(=O)(=O)/N=C/N(C)C)cc1,-1.6,-1,0.7,-0.5,-1.1,-0.4,-4,0.6,2,-1,-0.3
O=C(c1c(Cl)cccc1Cl)N1CCN(c2ccccn2)CC1,-0.1,-4,0.9,-0.3,-1.6,1.0,-2,-0.1,3,-3,-1.2
COc1cc(S(=O)(=O)NC2CCCC2)ccc1-n1cnnn1,-0.1,-4,-3.1,-0.1,-1.3,2.0,-2,-0.9,-1,-2,1.6
OCC1CCCN(Cc2ccc(-c3ccccc3)cc2)C1 (stereo not drawn),-2.7,-1,-2.0,1.0,-1.4,-2.0,1,0.1,0,-2,1.2
O=C(N/N=C/c1cccc(Br)c1)C1CC(=O)N(c2ccccc2)C1 (stereo not drawn),-1.7,-2,-1.2,-0.2,-1.6,-0.2,-3,-0.3,-1,0,1.8
O=C(CN1C(=O)NC2(CCCc3ccccc32)C1=O)N1CCN(C(=O)c2ccco2)CC1 (stereo not drawn),0.4,4,0.0,1.3,-0.9,-0.5,1,0.1,2,-3,-0.4
O=C(O)CSCC(=O)NCc1csc2ccc(Cl)cc12,0.2,-12,0.7,0.1,-1.9,1.3,-4,.,2,-4,1.8
COc1ccc(-c2[nH]ncc2CNCCc2ncccc2C)cc1F,-1.1,6,-0.8,0.2,-1.9,2.0,-2,1.2,-16,3,-0.5
CN(c1ccccc1)S(=O)(=O)c1ccc(Cl)c(C(=O)Nc2ccc(N3CCOCC3)cc2)c1,0.3,4,-1.0,-0.7,-2.4,-0.8,-1,-2.3,3,7,-3.0
CCOC(=O)C1(Cc2ccccc2)CCN(Cc2cccc3c2OCO3)CC1,-0.2,-7,-0.8,-0.1,-0.7,-0.8,-1,-0.1,-11,-2,-1.0
Cc1cc(=O)oc2cc(NC(=O)c3cccc(S(=O)(=O)N(C)C)c3)ccc12,0.1,-205,3.3,0.0,-1.2,3.9,2,1.1,-15,-71,3.7
CC1(c2ccc3noc(-c4ccc(Cl)cc4)c3c2)OCCO1,-1.8,-4,-0.5,-0.2,-0.7,2.5,3,-1.1,-4,-6,-1.6
CCCCc1nnc(NC(=O)CSc2nc(N)cc(=O)[nH]2)s1,-0.5,-3,-1.1,0.2,-1.2,3.9,0,0.7,2,-5,-3.6
CC(=O)N[C@H]1[C@H]([C@H](O)[C@H](O)CO)O[C@](O)(C(=O)O)C[C@@H]1O,-0.4,-9,-0.2,0.2,-0.9,-0.1,-1,-0.4,4,-5,2.9
Cc1cc2ccc(C)c(C)c2nc1SCC#N,-2.0,-1,-1.4,0.9,-1.1,0.5,1,3.1,-3,0,1.2
CCOC(=O)[C@]12CCC=C1N(Cc1ccc(Cl)cc1Cl)C(=O)[C@H](CC(=O)NCc1cccs1)C2,-2.0,8,-0.8,1.3,-0.9,.,-6,.,-8,4,1.0
CC(=O)Nc1ccc(SCC(=O)NC(=O)c2ccccc2Br)cc1,-0.2,-4,-1.4,0.7,-1.3,0.3,0,0.5,-1,1,-0.7
COc1ccc(C(C#N)CCC2OCCO2)cc1OC (stereo not drawn),0.2,-2,1.0,0.2,-1.2,0.4,1,1.9,4,-2,2.3
NC(=S)N=Nc1c(O)n(Cc2ccccc2)c2ccccc12,0.7,-10,-2.3,-0.3,-1.4,0.0,-3,0.9,-4,-3,-0.9
O=C(CCCn1c(=O)c2sccc2n(CC(=O)NCC2CCCO2)c1=O)NCc1ccco1 (stereo not drawn),-0.3,-13,-1.7,-0.3,-1.8,0.8,-2,0.7,5,-8,-2.4
N#Cc1cc(C#N)c(SCC(=O)N2CC(=O)Nc3ccccc32)nc1N,-2.9,-75,-0.6,0.4,-1.0,2.6,1,0.3,5,-20,-1.5
C[C@H](CO)N1C[C@H](C)[C@@H](CN(C)S(=O)(=O)c2cccs2)Oc2c(NC(=O)Cc3ccccc3)cccc2C1=O,-0.7,4,-1.3,0.1,-1.1,-1.6,2,-0.8,-2,1,1.9
O=C(Nc1nc2ccc(F)cc2s1)c1cccc(S(=O)(=O)N2CCc3ccccc32)c1,-0.6,2,4.9,-0.2,-0.2,2.0,-3,0.3,-37,0,6.5
COc1ccc(N2CCN(C(=O)CSc3ncnc4c3cnn4-c3ccccc3C)CC2)cc1,-0.3,-5,-0.5,0.2,-0.7,-0.5,-2,0.2,2,-2,-0.3
Cc1ccccc1NC(=O)Nc1ccccn1,1.2,-4,1.4,0.9,-1.3,2.3,1,-0.6,2,4,4.1
CCCCc1cc(=O)oc2cc(C)cc(OCC(=O)NCCN3CCOCC3)c12,0.6,-148,-0.5,-1.5,-1.3,2.4,0,-0.3,-6,-46,1.4
Cc1ccc(-c2nnn(CC(=O)N(c3ccccc3F)C(C(=O)NC3CCCC3)c3ccncc3)n2)o1 (stereo not drawn),0.9,6,1.5,-0.5,-1.6,0.6,-4,0.5,-13,-4,-1.6
COc1ccc([N+](=O)[O-])cc1NC(=O)CCS(=O)(=O)c1ccc(Br)cc1,-1.7,3,-0.5,0.4,-0.6,0.2,-1,-0.1,-9,4,0.1
COc1ccc(Cn2c(NC(=O)c3ccccc3)nc(Cc3ccccc3)c2Cc2ccccc2)cc1,.,-2,1.2,-0.6,-0.7,.,-6,.,2,7,-0.3
O=C(OCCOc1ccc(Br)cc1)c1ccc(Cl)c(S(=O)(=O)N2CCOCC2)c1,-1.1,0,-1.2,-0.2,-0.8,1.8,-1,0.7,-2,1,0.6
O=C(OCC(=O)N1CCN(C(=O)c2ccco2)CC1)c1ccccc1Cc1ccccc1,-0.6,9,0.0,1.2,-1.5,4.9,1,0.6,3,-1,1.6
NNC(=O)c1cc2ccccc2cc1O,-1.4,-3,-7.4,-3.3,-3.5,-12,-8,-2.5,-2,-3,-16
COc1ccc(Cl)cc1NC(=S)N(CCCN1CCOCC1)Cc1cn(C)c2ccccc12,-1.4,1,0.2,-0.5,-1.3,-3.2,-2,-1.4,-21,1,0.7
CCOc1ccc(OCC(=O)Nc2ccc(N3CCCCC3)cc2)cc1,-0.5,-14,-0.4,0.6,-1.4,0.8,0,0.5,3,-2,-2.3
O=C1OC2(CCCC2)OC(=O)C1=Cc1c[nH]c2ccccc12,-2.7,6,0.8,-0.7,-0.4,-0.9,-1,-1.0,-3,1,3.5
CCOC(=O)CC(NC(=O)Cn1nnc(-c2ccccc2Cl)n1)c1ccc(OC)cc1 (stereo not drawn),1.4,1,-2.1,-0.2,-1.3,-0.2,-6,0.0,1,-3,-0.1
COc1ccc(C2C(C(=O)c3ccco3)=C(O)C(=O)N2CCN2CCOCC2)cc1 (stereo not drawn),-0.3,-10,0.2,0.2,-0.2,2.9,1,0.0,4,-4,-0.5
COc1ccc2c(c1)CCCO[C@]21O[C@H](CCO)C[C@H](O)[C@H]1O,-1.5,-12,-0.8,1.3,-0.6,1.1,-3,0.4,4,-6,2.3
COc1cccc(NC(=O)c2cc(S(=O)(=O)N3CCc4ccccc43)cn2C)c1,-0.3,3,-2.4,-0.9,-1.7,0.6,3,-1.0,-24,2,-3.0
NS(=O)(=O)c1ccc(NC(=O)CN2CCCCC2)cc1,0.4,-3,0.1,0.1,-0.7,0.8,-1,1.2,1,-4,1.3
Cc1ccccc1SCC(=O)OCC(=O)Nc1ccc(N(C)C)cc1,-3.7,13,-0.2,1.3,-2.0,2.1,-3,2.1,2,6,-2.5
Cc1nc(NC(=O)/C=C/c2ccc(Cl)cc2Cl)sc1C(=O)N(C)C,2.1,1,-0.8,0.3,-1.5,0.4,-2,0.5,18,0,4.4
N=c1c2c(-c3ccccc3)c(-c3ccccc3)n(Cc3ccccc3)c2ncn1CCCn1ccnc1,-0.1,-8,-0.7,-1.1,-1.5,-9.0,15*,-2.5,-35,-4,-4.4
Cc1ccc(-n2nnnc2Sc2nc([N+](=O)[O-])nn2C)cc1C,-0.1,0,-0.6,-1.0,-0.7,-9.6,-1,-1.7,-5,-2,3.4
CCOC(=O)CN1C(=O)N(c2ccc(OC)cc2)[C@H]2CC3c4ccccc4C[C@]3(C)[C@@H](C(=O)N(C)C3CCCCC3)C[C@H]21 (stereo partly drawn),-0.3,-3,-2.4,-2.5,-1.7,.,-6,.,-2,0,-4.6
COC(=O)[C@H](C)NC(=O)Nc1cc(OC)ccc1OC,-2.4,-1,0.2,-0.1,-1.6,0.4,1,0.1,0,1,1.4

Next part
structure,PG9 binder,ADAM10 inh,hcDAF12 agonist,DAX1 inh-1,ssDAF-12 act,FXN GAA850 act,SMARCA2 act,DAX1 inh-2,GC-A act,ADAM17 inh,hgDAF-12 ag
COCCn1c(Cc2ccccc2)nnc1SCC(=O)Nc1ccccc1,1.8,-3,-2.0,-0.5,-0.9,0.5,-2,0.6,-3,-3,1.0
O=C1COc2ccc(C(=O)COC(=O)c3ccccc3F)cc2N1,3.7,-5,-1.1,0.1,-1.6,1.1,1,0.1,0,-3,0.5
CS(=O)(=O)c1ccc(Cl)c(NC(=O)c2cc(=O)[nH]c3ccc(S(=O)(=O)N4CCOCC4)cc23)c1,-0.5,-15,-1.1,0.6,-1.2,-0.6,0,1.3,-1,-1,-2.3
Cc1ccc(Nc2c(-c3ccc(C)o3)nc3cnccn23)cc1,1.1,-123,1.9,2.4,-1.1,4.1,7,1.9,30,-43,12*
C=CC[C@@H](CC(=O)N[C@H](CO)Cc1ccccc1)C(=O)N[C@H](C)COC(=O)[C@@H](CC=C)Cc1ccc(F)cc1,-4.1,5,-2.6,-0.6,-1.6,-5.8,-1,0.6,-6,6,-0.4
COC(=O)C1CCN(C(=O)NC2CC(=O)N(c3ccc4c(c3)OCCO4)C2)CC1 (stereo not drawn),-0.1,-2,-1.2,-1.0,-1.1,1.5,-1,-0.7,1,-3,0.9
COc1ccc(Cc2noc(CN3CCN(Cc4cccc(Cl)c4)CC3)n2)cc1OC,-3.2,7,-2.7,-0.8,-2.0,0.2,-6,-0.4,2,3,-4.4
CN(CC(=O)Nc1ccc(S(N)(=O)=O)cc1)C1CCCCC1,-0.9,0,-1.2,0.4,-1.1,-0.4,-4,-0.2,1,1,3.2
CCOc1ccc(NC(=O)CCSc2ccc(C)cc2)cc1,-0.4,1,0.5,0.3,-1.6,2.1,-3,-0.8,2,2,-1.5
